Hsp90 Hop PPI: changes Hsp90-Hop TPR2A binding signal, up or down. AlphaScreen TPR2A-His6 binding biotin-Hsp90 C-terminal peptide. Potency, µM (titrated, usually from 57 µM), without a hit: at the highest dose activity change, negative = inhibition. actives 0.44% (n = 71,000); active = well fitted curve in either direction with a large enough effect; inconclusive = small, poorly fitted or top-dose-only effect, or another doubt; note: potency is the fitted concentration of half-maximal effect; % is set by controls: 0 for no effect and ±100 for the full control effect; many of its hits are not listed in these tables
15-hLO inh: inhibitors of human 15-lipoxygenase (ALOX15); Potency, µM (series often up to 57.1 µM), for inactives: top-dose activity change, negative = inhibition, actives largely listed as inhibitors; purified 15hLO-1, xylenol orange hydroperoxide absorbance; AID 887; actives 1.4% (n = 74,000); P16050; note: potency is the fitted concentration of half-maximal effect; % is set by controls: 0 for no effect and ±100 for the full control effect; nearly all actives have a fitted effect of over 55% in size
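Purified human 15hLO-1 (40 nM final) in 25 mM Hepes pH 7.5, 0.01% Triton X-100 was preincubated with compound 15 min at room temperature, then reacted 6 min with 50 uM arachidonic acid; hydroperoxide detected by Fe-XO, 573/405 nm absorbance ratio.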
Epigenetic mod: epigenetic GFP locus derepression in mouse cells. mouse C127i GFP locus derepression, cytometry, 30 h. Potency, µM (doses to about 46.1 µM), for the others: at the highest dose GFP derepression (activation). actives 0.09% (n = 68,000). AID 597; note: % of control where 0% means no effect
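Locus derepression in mouse mammary C127i cells whose integrated CMV-GFP reporter is normally silent; GFP expression after 30 h compound treatment was quantified by counting fluorescent cells.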
HADH2 inh: blocks human hydroxyacyl-CoA dehydrogenase type II | Q99714 | recombinant HADH2, NADH fluorescence, beta-hydroxybutyryl-CoA | Potency, µM (top dose mostly 57.1 µM), for inactives: at the highest dose activity change, negative = inhibition, usual class: inhibitors | actives 3.4% (n = 73,000); note: potency is the fitted concentration of half-maximal effect; % is set by controls: 0 for no effect and ±100 for the full control effect; nearly all actives have a fitted effect of over 60% in size; many of its hits are not listed in these tables
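Read-out: 360 nm excitation, 450 nm emission, kinetic over 4 min. Conditions: His-tagged human HADH2 20 nM, pH 9.0 Tris with Tween-20, 1 mM NAD+, 90 uM beta-hydroxybutyryl-CoA.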
BRCT PPI green: blocks human BRCA1 BRCT binding to phosphopeptide, green readout | P38398 | BRCA1 BRCT-phosphopeptide binding, green fluorescence polarization | Potency, µM (top dose mostly 76.9 µM), inactives show at the top dose activity change, negative = inhibition, actives largely listed as inhibitors | actives 0.05% (n = 75,000);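 note: potency is the fitted concentration of half-maximal effect; plate controls were peptide without protein for full effect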
Target sequence (P38398 whole entry, looked up): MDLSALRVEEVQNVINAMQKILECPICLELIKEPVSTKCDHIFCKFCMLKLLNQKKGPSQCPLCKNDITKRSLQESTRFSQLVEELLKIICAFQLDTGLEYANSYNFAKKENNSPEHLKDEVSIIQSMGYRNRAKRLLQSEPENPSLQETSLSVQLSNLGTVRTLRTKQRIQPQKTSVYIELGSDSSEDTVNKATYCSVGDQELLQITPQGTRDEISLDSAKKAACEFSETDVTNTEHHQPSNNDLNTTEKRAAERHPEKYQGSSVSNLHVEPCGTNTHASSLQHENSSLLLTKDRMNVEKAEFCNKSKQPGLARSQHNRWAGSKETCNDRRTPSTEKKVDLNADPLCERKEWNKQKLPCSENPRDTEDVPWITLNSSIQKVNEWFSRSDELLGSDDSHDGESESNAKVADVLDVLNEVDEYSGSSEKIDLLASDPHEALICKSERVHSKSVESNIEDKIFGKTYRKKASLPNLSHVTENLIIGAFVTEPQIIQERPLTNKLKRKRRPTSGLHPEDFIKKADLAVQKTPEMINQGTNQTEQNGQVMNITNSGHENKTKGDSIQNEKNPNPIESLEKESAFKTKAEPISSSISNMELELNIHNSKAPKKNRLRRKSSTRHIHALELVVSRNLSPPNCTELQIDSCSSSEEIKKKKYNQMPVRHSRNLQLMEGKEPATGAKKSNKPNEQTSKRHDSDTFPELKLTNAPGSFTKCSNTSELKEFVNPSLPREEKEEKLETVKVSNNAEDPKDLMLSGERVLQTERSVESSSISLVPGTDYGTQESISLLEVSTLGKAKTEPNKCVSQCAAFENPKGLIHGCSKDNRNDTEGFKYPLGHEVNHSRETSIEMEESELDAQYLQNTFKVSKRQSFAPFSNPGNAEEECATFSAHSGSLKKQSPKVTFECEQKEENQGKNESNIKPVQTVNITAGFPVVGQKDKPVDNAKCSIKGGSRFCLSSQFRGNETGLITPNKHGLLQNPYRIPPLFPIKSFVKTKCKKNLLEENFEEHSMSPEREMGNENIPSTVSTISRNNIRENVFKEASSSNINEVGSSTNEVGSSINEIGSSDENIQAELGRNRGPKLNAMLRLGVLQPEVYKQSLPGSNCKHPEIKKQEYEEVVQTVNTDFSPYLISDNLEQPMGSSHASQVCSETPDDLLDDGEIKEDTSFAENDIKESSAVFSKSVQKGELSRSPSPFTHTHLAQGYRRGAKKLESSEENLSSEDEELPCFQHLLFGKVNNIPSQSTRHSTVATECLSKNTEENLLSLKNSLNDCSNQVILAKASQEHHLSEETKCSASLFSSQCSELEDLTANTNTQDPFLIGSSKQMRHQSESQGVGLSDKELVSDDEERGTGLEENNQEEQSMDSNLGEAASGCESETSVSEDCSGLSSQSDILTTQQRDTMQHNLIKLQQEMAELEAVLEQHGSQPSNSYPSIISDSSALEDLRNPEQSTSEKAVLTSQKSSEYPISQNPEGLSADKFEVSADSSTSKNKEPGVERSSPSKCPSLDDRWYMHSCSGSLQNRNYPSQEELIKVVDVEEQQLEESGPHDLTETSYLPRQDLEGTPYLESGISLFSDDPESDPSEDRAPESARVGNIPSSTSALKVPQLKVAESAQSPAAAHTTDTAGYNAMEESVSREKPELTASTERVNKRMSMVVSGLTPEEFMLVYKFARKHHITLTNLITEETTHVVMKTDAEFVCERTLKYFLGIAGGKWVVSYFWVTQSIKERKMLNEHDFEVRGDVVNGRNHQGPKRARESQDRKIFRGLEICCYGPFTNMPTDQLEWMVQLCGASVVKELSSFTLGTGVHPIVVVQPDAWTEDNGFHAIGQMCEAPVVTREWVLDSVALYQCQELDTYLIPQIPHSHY
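Compounds were incubated for 12 min at room temperature with a complex of 100 nM fluorescein-tagged pBACH1 decapeptide and 250 nM His-tagged BRCT protein. Buffer was phosphate pH 7.3 with EDTA, DTT and Tween 20. Disruption of binding lowers the polarization signal.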
HBB splicing: hemoglobin beta splicing modulation. HBB splicing reporter cell assay, activation; EGFP reporter with mutant IVS2-654 intron; response scale: normalised to 500 nM splice-correcting PNA. Potency, µM (series often up to 46.1 µM), inactives show top-dose activation, hits mostly activators. actives 0.06% (n = 65,000); note: potency is the fitted concentration of half-maximal effect; 0% is about no effect
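HeLa cells stably expressing EGFP interrupted by mutant beta-globin intron 2 (IVS2-654), 500/well in 2% FCS. Treated with compound for 2 days at 37C. Splicing correction scored as total well GFP intensity (488 nm excitation, 500-520 nm emission); 500 nM antisense PNA served as control.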
USP2a inhib: blocks human ubiquitin-specific protease USP2a; O75604; USP2a enzymatic assay, qHTS inhibition; Potency, µM (titrated, usually from 38.3 µM), for inactives: at the top dose activity change, negative = inhibition, actives largely listed as inhibitors; actives 0.1% (n = 60,000); AID 927;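 note: potency is the fitted concentration of half-maximal effect; nearly all actives have a fitted effect of over 60% in size; plate controls were DMSO for no effect and NEM full inhibition control for full effect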
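20 nM USP2 core + cpd, 30 min RT; add 20 nM Ub-PLA2/20 uM NBD C6-HPC; read Ex460/Em535 at 0 h and 2.5 h. Normalized to NEM; qHTS curve fit/classification.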
Ub-GFP proteasome: proteasome inhibitors stabilizing ubiquitin-GFP reporter; 67,000 tested, under 10 active; AID 526; Potency, µM (highest dose often 45.9 µM), without a hit: top-dose activation (GFP accumulation), usual class: activators; Ubiquitin-GFP reporter cells, proteasome inhibition, GFP fluorescence; response scale: untreated = 0%, 10 µM MG-132 = 100%; active = well fitted activation curve with a large enough effect, not every such curve was filed as active; inconclusive = small, poorly fitted or top-dose-only effect, or another doubt; inactive = no such curve, though single readings can be large or run the other way; note: potency is the fitted concentration of half-maximal effect
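Reporter cells (U2OS, ubiquitin-G76V-GFP fusion) are plated overnight, then treated 4 hr at 37 °C with compound titrations from 46 uM down to 2.9 nM. Activity is scaled against untreated cells and 10 uM MG-132.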
Pol III holo inh: blocks replication by bacterial DNA polymerase III holoenzyme | Potency, µM (highest dose often 57.1 µM), inactives show at the highest dose activity change, negative = inhibition | reconstituted DNA polymerase III holoenzyme replication, biochemical | actives 0.25% (n = 71,000); note: potency is the fitted concentration of half-maximal effect; % is set by controls: 0 for no effect and ±100 for the full control effect
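Reconstituted *E. coli* holoenzyme (0.35 nM Pol III, 1 nM beta, 154 nM SSB, 2 nM primase) was preincubated with compound for 15 min at RT. Synthesis on 1.4 nM ssM13Gori ran 35 min, then was stopped with PicoGreen/EDTA and read as dsDNA fluorescence.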
BRCT inh red: disrupts BRCA1 BRCT binding to phosphoprotein, red fluorophore readout; Potency, µM (top dose mostly 76.9 µM), without a hit: at the top dose activity change, negative = inhibition, hits mostly inhibitors; AID 892; actives 0.03% (n = 75,000); P38398; BRCT-phosphopeptide binding, red fluorescence polarization; note: % is set by controls: 0 for no effect and ±100 for the full control effect
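Fluorescence polarization: 100 nM His-tagged BRCA1 BRCT with 100 nM TAMRA-labelled phospho-BACH1 decapeptide, phosphate buffer pH 7.3 with 150 mM NaCl, DTT, 0.01% Tween 20; 12 min RT. Binding inhibition seen as FP decrease.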
CRE-bla Fsk: CRE-bla signaling modulation under forskolin stimulation; CHO CRE-bla reporter (cAMP response element driving beta-lactamase), forskolin EC10, beta-lactamase ratio; Potency, µM (titrated, usually from 38.2 µM), without a hit: at the highest dose activity change, negative = inhibition, most hits filed as activators; actives 2.5% (n = 71,000); active = well fitted activation curve with a large enough effect in the signal ratio, with a control signal flat, not every such curve was filed as active; inconclusive = small, poorly fitted or top-dose-only effect, or effect the other way, or a change in a side signal; the % refers to the signal ratio; note: potency is the fitted concentration of half-maximal effect; % of control where 0% means no effect
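Modulation of forskolin-driven signalling is measured in CHO cells carrying a CRE-controlled beta-lactamase reporter. Cells are stimulated with EC10 NKH 477 in the presence of titrated compound for 3 h at 37 °C, then loaded with CCF4 for 2 h at room temperature.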
Active calls of the source: *; ? = inconclusive; . = no result given; [ ] = dose if it differs, or a comment. Unless noted, calls come from the whole dose curve; as a rule, active = well fitted curve in the direction sought with a large enough effect; inconclusive = small, poorly fitted or top-dose-only effect, or another doubt; inactive = no such curve, though single readings can be large; an effect the other way counts as inactive or inconclusive. These rows are one share of the data, so the mix of outcomes need not match the whole.

SMILES	Hsp90 Hop PPI	15-hLO inh	Epigenetic mod	HADH2 inh	BRCT PPI green	HBB splicing	USP2a inhib	Ub-GFP proteasome	Pol III holo inh	BRCT inh red	CRE-bla Fsk
O=C1CC(N2CCCc3ccccc32)C(=O)N1c1ccccc1 (configuration not stated)	-4.4%	-2.8%	6.9%	0.5%	-0.9%	0.3%	6.5%	-7.9%	-3.1%	-1.6%	-5.1%
Cc1c(Br)c(C(F)(F)F)nn1CC(=O)NCC1CCCO1 (configuration not stated)	-0.7%	3.5%	2.5%	2.5%	-1.7%	2.9%	1.4%	3.1%	-3.5%	1.7%	-1.5%
C#CC(C)(CC)NC(=O)c1cc(OC)c(OC)c(OC)c1 (configuration not stated)	4.8%	-2.4%	1.8%	2.6%	-1.4%	-0.2%	0.0%	6.1%	0.7%	-0.9%	7.5%
O=C1CSC2(CCN(CCCN3c4ccccc4Sc4ccc(Cl)cc43)CC2)N1	-11.1%[11 µM]	0.6%[11.4 µM]	2.4%[9.22 µM]	17.8%[11.4 µM]	-1.9%[15.4 µM]	1.9%[9.22 µM]	.	-9.7%[9.17 µM]	-7.7%[11.4 µM]	-1.3%[15.4 µM]	-8.8%[7.6 µM]
O=C(NCCNC(=O)c1ccc(Br)o1)c1ccc(Br)o1	-2.4%	0.1%	-3.3%	1.4%	-3.7%	0.7%	4.9%	-5.4%	1.3%	-0.1%	-0.9%
CCCc1cc(C(=O)NC2CCCCC2)no1	-1.3%	0.8%	-3.4%	1.7%	-1.6%	0.8%	.	10.1%	-0.5%	-1.4%	-5.3%
O=C(CSCc1ccc(Br)cc1)N1CCOCC1	-6.2%	-8.9%	0.8%	?	-2.0%	0.5%	-1.0%	1.2%	3.6%	0.7%	14.1%
O=C(O)CCc1ccc(-c2cccs2)o1	-3.1%[11 µM]	-29.1%[11.4 µM]	-2.5%	2µM*	0.3%	-5.8%[0.0738 µM]	-11.1%[7.66 µM]	10.7%[9.17 µM]	-20.4%[11.4 µM]	-1.6%	10.1%[7.6 µM]
COc1ccc(S(=O)(=O)N2CCCC(C(=O)NCc3ccccn3)C2)cc1Cl (configuration not stated)	-4.9%	2.4%	4.4%	4.7%	-6.4%	1.4%	9.7%	0.0%	-0.3%	-0.1%	-6.7%
COc1cc(C2Nc3ccc4ncccc4c3C3=C2C(=O)CCC3)ccc1O (configuration not stated)	-0.8%	-9.6%	0.0%	-10.5%	-2.5%	.	-8.7%	-1.3%	-7.2%	-0.3%	19.0%
CCn1c(SCC(=O)c2ccccc2)nnc1-c1cc2cc(Br)ccc2o1	-1.6%	1.4%	-3.2%	-23.6%	-0.7%	-2.0%	1.4%	-1.0%	2.2%	-1.0%	-2.9%
COc1ccc(-c2nnc(SCCC(=O)O)n2-c2ccccc2)cc1	-3.0%	-4.6%	0.0%	-4.9%	-0.2%	0.3%	-6.0%	7.9%	-0.1%	-0.6%	-1.8%
CCN(CC)CCCCn1c(-c2ccccc2)nc2c(Nc3ccccc3)nc(C)nc21	-3.7%	3.4%	.	10.3%	0.2%	-0.6%	.	2.9%	-0.9%	0.7%	10.2%
Oc1ccc(C=Nc2ccc(N3CCOCC3)cc2)c(O)c1	-20.8%	?	2.3%	?	12.2%	0.4%	.	0.0%	-14.6%	-1.8%	?
COc1ccccc1N=C(C)C1=C(O)CSC1=O	-5.0%	26.9%	-1.8%	?	1.0%	0.3%	8.9%	1.5%	0.0%	-1.1%	5.1%
CCOC(=O)c1[nH]c(C)c(/C(O)=C2\C(=O)C(=O)N(CCN(C)C)C2c2ccc(C)o2)c1C (configuration not stated)	-2.8%	-12.6%	2.1%	-14.2%	0.1%	0.9%[57.5 µM]	10.3%	-0.9%	-3.0%	0.4%	-2.4%
Cc1cc(C(=O)CN2C(=O)NC(C)(c3cccc(Br)c3)C2=O)c(C)n1Cc1ccco1 (configuration not stated)	-15.1%	-6.9%	-0.1%	4.8%	3.1%	-5.3%	22.4%	-1.7%	-3.1%	0.7%	?
O=C(O)[C@@H]1[C@@H]2C[C@@H]3[C@@H](OC(=O)[C@@H]31)[C@H]2Br	-2.6%[11 µM]	-1.4%[11.4 µM]	2.2%[9.22 µM]	-1.9%[11.4 µM]	-0.8%[15.4 µM]	1.2%[9.22 µM]	.	0.3%[9.17 µM]	1.6%[11.4 µM]	0.6%[15.4 µM]	-3.7%[7.6 µM]
O=C(C1CCCN(S(=O)(=O)c2cccs2)C1)N1CCC(N2CCCCC2)CC1 (configuration not stated)	?	-22.3%	.	24.5%	3.6%	-0.4%	.	2.9%	-5.6%	-0.4%	-2.4%
O=c1c2c(-c3ccccc3)csc2nc2n1CCC2	0.2%	-9.0%	1.9%	?	0.5%	-0.1%[57.5 µM]	5.8%	-2.3%	-2.9%	-0.5%	9.0%
CSc1nnc(-c2ccco2)n1-c1ccccc1	0.7%	5.3%	7.4%	3.1%	4.2%	-1.2%	-1.3%	-8.7%	-0.1%	-1.4%	?
CC(C)c1ccccc1S(=O)(=O)c1cc(N)c2ncccc2c1[N+](=O)[O-]	.	-24.3%	.	-24.7%	-3.1%	-0.5%	.	.	.	-0.1%	.
CCCCOC(=O)n1c(SCC(=O)N(C)C)nc2ccccc21	-0.9%	-0.6%	0.0%	2.6%	2.2%	-3.0%[0.369 µM]	27.8%	.	0.6%	-1.9%	?
c1ccc(Nc2c3c(nc4ncnn24)CCC3)cc1	-0.8%	2.9%	-1.7%	4.2%	-1.2%	.	-1.7%	1.2%	0.8%	-0.6%	?
COCCOC(=O)c1c(C)oc2ccc(NS(=O)(=O)c3ccccc3)cc12	0.5%	-1.5%	4.6%	-6.5%	0.9%	.	79.8%[activator]	-1.1%	-0.8%	-1.6%	?
COC(=O)c1ccccc1NC(=O)c1cc(-c2ccc(OC)c(OC)c2)on1	-0.3%	-4.5%	1.3%	-28.4%	-1.2%	-0.1%	-5.3%	?	1.4%	0.0%	?
Cc1ccc2c(Cl)cc(Cl)c(OCC(=O)NC(=O)NCc3ccco3)c2n1	0.6%	-10.0%	-1.0%	7.0%	-0.2%	-0.1%	39.5%[activator]	4.0%	-6.2%	0.9%	?
COc1ccc(Cl)cc1C(=O)Nc1ccc2c(c1)OCO2	3.1%	-6.0%	1.6%	5.7%	-0.6%	-0.3%	-11.2%	-3.9%	-3.5%	-1.0%	10.9%
CCCCCCOC(=O)C1=C(C)NC(=O)NC1c1ccc(O)cc1 (configuration not stated)	-1.5%	-13.9%	-2.2%	-3.6%	0.6%	0.6%	-2.8%	6.7%	3.6%	0.1%	-7.8%
COc1ccc(-c2noc(CCC(=O)NCC3CCN(Cc4cccc(C)c4)CC3)n2)cc1	-4.3%	0.2%	-5.4%	-4.7%	-1.8%	0.6%	20.9%	2.1%	6.0%	-0.3%	6.0%
CCOC(=O)COc1ccc2c3c(c(=O)oc2c1C)CCC3	3.0%	3.0%	-2.7%	?	1.6%	0.1%	-0.2%	-0.9%	-10.6%	-2.6%	?
CC1CCN(c2nc(-c3ccccc3)c(C#N)c(=O)[nH]2)CC1	3.9%	-3.5%	0.0%	-1.5%	-2.4%	1.2%	-2.8%	-12.8%	-2.3%	0.7%	?
CC1CC(C)CN(S(=O)(=O)c2ccc(C(=O)NCCCn3ccnc3)cc2)C1 (configuration not stated)	-9.9%	4.9%	0.0%	12.7%	-0.8%	-2.4%	14.7%	-1.7%	-3.9%	-1.8%	6.6%
Cc1cc(=O)oc2cc(Oc3ncccn3)ccc12	12.1%	0.3%	0.0%	1.7%	1.2%	1.0%	4.6%	3.5%	3.0%	-1.2%	?
O=C(Nc1ccccc1Oc1ccccc1)c1ccc(Br)o1	9.6%[11 µM]	-25.4%[11.4 µM]	-0.4%	6.1%[11.4 µM]	2.2%	1.9%[0.0738 µM]	-9.3%[7.66 µM]	9.1%[9.17 µM]	-7.4%[11.4 µM]	1.1%	?
COc1ccc(C2CCCN2C(=O)Nc2cccc(C(C)=O)c2)cc1OC (configuration not stated)	1.8%	-3.8%	2.9%	-4.5%	-0.9%	-4.7%	4.1%	5.4%	-3.6%	-0.9%	?
O=C1C=C(NCc2ccc(Cl)cc2)CC(c2ccco2)C1 (configuration not stated)	-0.5%	-16.1%	0.5%	-4.5%	0.4%	0.6%	25.7%	-6.0%	-5.6%	0.1%	-0.7%
